# SIRT5 block: sirtuin-5 (human) deacylase inhibition | inhibition, % at 15 µM | Purified SirT5, succinyl-peptide AMC, trypsin-coupled fluorescence | actives 1.1% (n = 330,000) | Q9NXA8 | AID 652115; in the data active means inhibition above about 15%
# Target sequence (Q9NXA8 whole entry, looked up): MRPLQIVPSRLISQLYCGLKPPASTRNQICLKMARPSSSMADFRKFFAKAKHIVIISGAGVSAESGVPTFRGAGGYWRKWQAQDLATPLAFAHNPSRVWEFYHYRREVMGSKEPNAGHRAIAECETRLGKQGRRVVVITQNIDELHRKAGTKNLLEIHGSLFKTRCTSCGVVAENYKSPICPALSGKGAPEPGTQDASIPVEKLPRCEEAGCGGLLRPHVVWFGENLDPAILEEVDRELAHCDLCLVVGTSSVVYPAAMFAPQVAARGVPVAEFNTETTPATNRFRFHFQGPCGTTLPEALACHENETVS
# Casp6 inh: blocks human caspase-6 cleavage activity; purified caspase-6, Z-VEID-R110 cleavage fluorescence; actives 0.53% (n = 350,000); AID 686996; P55212; inhibition, % at 12.5 µM;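 active means mean inhibition across replicates at least about 35%, with every replicate also reaching that limit, limit read from the data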;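 further: 0% = median of neutral control wells and 100% = no fluorescence left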
# Target sequence (P55212 24-179 limits assumed): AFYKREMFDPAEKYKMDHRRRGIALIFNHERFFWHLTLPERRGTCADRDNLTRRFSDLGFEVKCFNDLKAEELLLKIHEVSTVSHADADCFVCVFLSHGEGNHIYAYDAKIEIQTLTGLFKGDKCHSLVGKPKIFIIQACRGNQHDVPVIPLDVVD
# Target sequence (P55212 194-293 limits assumed): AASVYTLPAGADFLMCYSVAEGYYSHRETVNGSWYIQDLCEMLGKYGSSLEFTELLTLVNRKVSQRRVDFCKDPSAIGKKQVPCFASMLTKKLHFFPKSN
# FN deposit inh: fibronectin deposition inhibition | AH1F fibroblasts, Alexa488-fibronectin deposition fluorescence, overnight | inhibition, % at 12.6 µM | actives 0.086% (n = 350,000) | AID 743247;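 active means mean inhibition across replicates of 30% or more, regardless of how many single replicates reach that level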;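 further: positive control wells lacked labelled fibronectin entirely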
#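 Material: AH1F fibroblast monolayer depositing Alexa488-labelled fibronectin into matrix | Input: 10000 AH1F cells/well | Medium: DMEM plus 2% serum, read in PBS | Reagent: Alexa488-fibronectin, 24 nM final in well | Compound dosing: One dose per compound, pinned | Schedule: 1 h adhesion, overnight exposure | Measured by: Fluorescence at 485 nm excitation, 525 nm emission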
# esBAF inh: blocks esBAF chromatin remodeling in mouse ES cells. AID 602393. reporter increase, % at 12.5 µM. Bmi1-luciferase knock-in reporter, 24 h; 100% = twice the neutral-well signal. actives 2% (n = 350,000); in the data active means activation above about 40%;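 further: 0% = median of the plate's neutral control wells and 100% = double that signal; a rise in the Bmi1 reporter signal indicates esBAF inhibition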
# C2C12 statin: protects C2C12 myotubes from simvastatin toxicity. AID 602340. rescue of ATP level, % at 7.49 µM. ATP luminescence, 48 h; scaled: DMSO 0, geranylgeraniol control 100. actives 0.78% (n = 330,000);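 active means mean ATP rescue above about 67%, or every replicate alone reaching that limit, limit read from the data, passing the limit was not always enough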;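 further: myotubes were challenged with 10 µM simvastatin during compound exposure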
# LGR2 inh: blocks bursicon-induced cAMP signaling via Drosophila LGR2. inhibition, % at 9.99 µM. actives 0.35% (n = 380,000). AID 720647. HEK293 LGR2, CRE-luciferase, bursicon-stimulated, 4 h;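 active means drop in luminescence signal, shown as inhibition above about 50% in the replicate tests, limit read from the data, passing the limit was not always enough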;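 further: agonist challenge used bursicon conditioned medium at about half maximal strength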
# S100A4 MyoIIA: inhibitors of human S100A4 binding to myosin IIA peptide; P26447; S100A4/TAMRA-MyoIIA peptide fluorescence polarization; inhibition, % at 10.7 µM; actives 0.14% (n = 360,000);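 active means mean inhibition of at least 70% across replicates, with every replicate also reaching that level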
# Target sequence (P26447 whole entry, looked up): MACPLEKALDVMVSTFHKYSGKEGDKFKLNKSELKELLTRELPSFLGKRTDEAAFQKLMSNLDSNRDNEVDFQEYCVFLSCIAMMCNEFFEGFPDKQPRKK
#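 Assay system: human S100A4 monomer with TAMRA-labelled myosin IIA peptide / Buffer or medium: Calcium-containing HEPES buffer, pH 7.2 / Reagent: TAMRA-labelled myosin IIA heavy-chain peptide probe, 5 nM / Compound: one dose per compound / Timing: polarization read 5 min after assay mix addition, stable 5–60 min / Benchmarks: neutral control DMSO, positive control TFP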
# Active calls of the source: *; . = not tested or not shown; & = joins results of further samples. A portion of the library, so the mix of outcomes need not match the whole.
nr	Structure	SIRT5 block	Casp6 inh	FN deposit inh	esBAF inh	C2C12 statin	LGR2 inh	S100A4 MyoIIA
1	CCCCOc1ccc(-c2ncc([N+](=O)[O-])cn2)cc1	0	-1	7	83*	2	11	2
2	O=C(CCCCl)OCc1cn(-c2ccc(Cl)cc2)nn1	4	.	1	.	.	9	-10
3	COc1ccc(NC(=O)Cc2coc3ccc4ccccc4c23)cc1S(=O)(=O)N1CCOCC1	.	.	.	7	15	0	.
4	COc1ccc(CSCC(=O)Nc2ccccc2SC)cc1	.	2	-2	.	.	3	-4
5	COCCNC(=O)c1ccc2c(c1)nc(C)n2-c1cccc(Cl)c1	1	-2	-3	-8	-4	-4	-3
6	CC(C)CCN1CCC(N)=NC1=O	.	-2	8	.	.	4	-4
7	O=C(c1cc2cc(C(F)(F)F)ccc2s1)N1CCOCC1	0	1	.	.	.	19	1
8	COCC(=O)Nc1ccc2c(c1)C(=O)N(C)[C@H]1CC[C@H](CC(=O)NCC3CC3)O[C@H]1CO2	-5	0	-2	3	-8	-4	-1
9	C[C@H](O)C#Cc1cnc2c(c1)C(=O)N([C@H](C)CO)C[C@H](C)[C@@H](CN(C)CC1CCOCC1)O2	1	0	-3	-4	2	13	-6
10	O=c1oc2c(CN3CCN(CCO)CC3)c(O)ccc2cc1-c1ccccn1	-127	-1	-3	2	.	22	-5
11	CSCCC(NC=C1C(=O)OC(C)(C)OC1=O)C(=O)O (configuration not stated)	.	.	1	-4	3	.	.
12	CCCCc1nc2cc(C(=O)NCc3cn(C)nc3C)ccc2o1	-1	1	3	.	.	0	-2
13	Cc1cc(C(=O)N/N=C2\CCCC(=O)C2)c(C)n1-c1ccccc1	.	.	-3	20	1	-6	.
14	C/C(=C/C(=O)Nc1cccc(F)c1)N1CCCC1	-4	-3	-3	.	.	-4	2
15	CSc1ncccc1C(=O)OC(C)C(=O)Nc1ccc2c(c1)OCCO2 (configuration not stated)	.	-3	8	-2	-3	-21	-2
16	CCN1CCN(CC(=O)Nc2ccc(S(=O)(=O)N3C(C)CCCC3C)cc2)CC1 (configuration not stated)	-4	-4	-1	8	2	1	2
17	CO[C@@H](CN(C)C(=O)c1cnccn1)[C@@H](C)CN([C@@H](C)CO)S(=O)(=O)c1ccc(Cl)cc1	-2	1	2	1	-4	16	6
18	CN(CCOc1ccc(Cl)cc1)C(=O)CN1C(=O)NC2(CCCCC2)C1=O	-2	-1	4	.	.	-10	7
19	Cc1ccc(S(=O)(=O)Nc2cccc3c2O[C@@H](CN(C)S(=O)(=O)c2cccs2)[C@H](C)CN([C@H](C)CO)C3=O)cc1	4	-1	.	-2	-27	-2	1
20	O=[N+]([O-])c1cccc(COc2cccc(CO)c2)c1	-2	-4	4	24	-2	-30	-1
21	CN1C(=O)/C(=C\c2ccccc2OCc2ccccc2)SC1=S	-3	1	-3	-3	6	-2	1
22	O=C(NC(=O)c1ccccc1)OCCN1C(=O)c2ccccc2C1=O	.	0	.	.	.	4	-5
23	COc1ccc(-c2cc(=O)oc3cc4occ(C)c4cc23)cc1	.	.	0	-10	-16	-5	.
24	COC(=O)c1ccc(COC(=O)c2ccc(CO)cc2)o1	0	-1	5	-3	0	-15	-3
25	CC=Cc1ccc2n(c1=O)C[C@@H]1[C@@H](CO)[C@H](C(=O)NCc3ccccc3)[C@H]2N1C (mixture of isomers)	.	.	.	1	-1	0	.
26	O=C(/C=C/c1ccccc1)NC(=S)NNC(=O)Cc1cccs1	.	.	8	1	104*	.	.
27	O=c1c2c3nc4ccccc4nc3n(/N=C/c3ccccn3)c2ncn1-c1ccccc1	-2	6	6	-4	-41	4	-2
28	Cc1cccc(C)c1N1C(=O)CCC(C)(C)C1=O	-1	.	-2	-4	1	3	-1
29	C[C@H]1CN([C@@H](C)CO)C(=O)c2cc(NC(=O)C3CCCCC3)ccc2O[C@@H]1CN(C)Cc1ccc(C(F)(F)F)cc1	5	-1	.	-1	.	7	1
30	Oc1ccccc1CNCC12CC3CC(CC(C3)C1)C2	-4	-2	10	-6	-6	-5	4
31	Cc1ccc(N/C=C/C(=O)c2cccs2)cc1C	-2	0	7	.	.	63*	-33
32	CC1CCC(NS(=O)(=O)c2ccc(Cl)nc2)CC1 (configuration not stated)	-4	-1	2	18	-4	-6	-4
33	COc1ccc(NC(=O)c2sc(N)nc2-c2ccccc2)cc1	.	-2	7	9	-2	-14	-3
34	C[C@H](CO)N1C[C@H](C)[C@H](CN(C)Cc2ccc3c(c2)OCO3)OCc2cnnn2CCCC1=O	-5	-4	-9	-4	-3	-5	1
35	O=C(CSc1ccc2nnc(-c3cccnc3)n2n1)Nc1cccc(F)c1	-2	0	.	.	.	13	7
36	C=CCN=C1NC(CCc2ccccc2)C(C(=O)OC)=C(C)N1C (configuration not stated)	.	-8	-7	.	.	-14	-5
37	Cn1c(CCc2nc3ccccc3[nH]2)n[nH]c1=S	-13	-1	-4	.	.	22	35
38	CC(C)[C@H](NC(=O)c1ccccc1Cl)C(=O)OCC(=O)NC(=O)NCc1ccco1	-1	-1	1	0	2	-11	-2
39	C[C@H](CO)N1C[C@H](C)[C@@H](CN(C)CC2CC2)Oc2ccc(NS(=O)(=O)c3ccccc3)cc2CC1=O	1	-1	.	-1	-25	-5	15
40	C[C@@H]1CN([C@@H](C)CO)C(=O)CCCn2cc(nn2)CO[C@H]1CN(C)C(=O)Cc1ccccc1	0&1	-1&5	-1&2	-3&1	0&-12	14&-14	4&-4
41	COc1ccc(S(=O)(=O)Nc2ccc3c(c2)C(=O)N([C@H](C)CO)C[C@@H](C)[C@@H](CN(C)C(=O)NC2CCCCC2)OCCCC[C@H](C)O3)cc1	4	10	-8	8	.	0	4
42	CCN(CC)C(=O)c1ccc(COc2ccccc2Cl)cc1	.	.	6	-25	-23	.	.
43	C[C@H](CO)N1C[C@H](C)[C@@H](CN(C)Cc2ccc(Cl)c(Cl)c2)Oc2ccc(NS(=O)(=O)c3cn(C)cn3)cc2CC1=O	0	1	.	1	166*	5	-11
44	Cc1ccc(S(=O)(=O)c2c(N)n(CCCN(C)C)c3nc4ccccc4nc23)cc1	-35	6	3	-5	12	.	3
45	COc1cccc(/C=N/NC(=O)c2cc3cc([N+](=O)[O-])ccc3s2)c1O	1	0	6	.	.	24	-1
46	Cc1noc(C)c1S(=O)(=O)Nc1ccc2c(c1)C(=O)N([C@@H](C)CO)C[C@@H](C)[C@H](CN(C)S(=O)(=O)c1ccc(Cl)cc1)OCCCC[C@@H](C)O2	14	-2	-1	7	-10	3	-2
47	COc1ccc(CNC(=O)CS(=O)Cc2nc(-c3ccccc3C)oc2C)cc1 (configuration not stated)	6	0	0	6	0	-10	0
48	COc1ccc(-n2nnnc2SCC(=O)N2CCOCC2)cc1	.	-1	-6	3	.	-3	-2
49	COCCNC(=O)c1cc2cc(Br)cc(Br)c2oc1=O	0	1	9	-4	4	-2	-5
50	CCCn1c(N)c(C(=O)CSc2nnc3ccccn23)c(=O)n(C)c1=O	-1	3	-18	.	.	3	0

# As a working copy, some entries already given.
nr	Structure	SIRT5 block	Casp6 inh	FN deposit inh	esBAF inh	C2C12 statin	LGR2 inh	S100A4 MyoIIA
35	O=C(CSc1ccc2nnc(-c3cccnc3)n2n1)Nc1cccc(F)c1	-2	0	.	.	.	13	7
36	C=CCN=C1NC(CCc2ccccc2)C(C(=O)OC)=C(C)N1C (configuration not stated)	.	-8	-7	.	.	-14	-5
37	Cn1c(CCc2nc3ccccc3[nH]2)n[nH]c1=S	-13	-1	-4	.	.	22	35
38	CC(C)[C@H](NC(=O)c1ccccc1Cl)C(=O)OCC(=O)NC(=O)NCc1ccco1	-1	-1	1	0	2	-11	-2
39	C[C@H](CO)N1C[C@H](C)[C@@H](CN(C)CC2CC2)Oc2ccc(NS(=O)(=O)c3ccccc3)cc2CC1=O	1	-1	.	-1	-25	-5	15
40	C[C@@H]1CN([C@@H](C)CO)C(=O)CCCn2cc(nn2)CO[C@H]1CN(C)C(=O)Cc1ccccc1	0&1	-1&5	-1&2	-3&1	0&-12	14&-14	4&-4
41	COc1ccc(S(=O)(=O)Nc2ccc3c(c2)C(=O)N([C@H](C)CO)C[C@@H](C)[C@@H](CN(C)C(=O)NC2CCCCC2)OCCCC[C@H](C)O3)cc1	4	10	-8	8	.	0	4
42	CCN(CC)C(=O)c1ccc(COc2ccccc2Cl)cc1	.	.	6	-25	-23	.	.
43	C[C@H](CO)N1C[C@H](C)[C@@H](CN(C)Cc2ccc(Cl)c(Cl)c2)Oc2ccc(NS(=O)(=O)c3cn(C)cn3)cc2CC1=O	0	1	.	1	166*	5	-11
44	Cc1ccc(S(=O)(=O)c2c(N)n(CCCN(C)C)c3nc4ccccc4nc23)cc1	-35	6	3	-5	12	.	3
45	COc1cccc(/C=N/NC(=O)c2cc3cc([N+](=O)[O-])ccc3s2)c1O	1	0	6	.	.	24	-1
46	Cc1noc(C)c1S(=O)(=O)Nc1ccc2c(c1)C(=O)N([C@@H](C)CO)C[C@@H](C)[C@H](CN(C)S(=O)(=O)c1ccc(Cl)cc1)OCCCC[C@@H](C)O2	14	-2	-1	7	-10	3	-2
47	COc1ccc(CNC(=O)CS(=O)Cc2nc(-c3ccccc3C)oc2C)cc1 (configuration not stated)	6	0	0	6	0	-10	0

# Following part.
nr	Structure	SIRT5 block	Casp6 inh	FN deposit inh	esBAF inh	C2C12 statin	LGR2 inh	S100A4 MyoIIA
51	C=CCO/N=C(\C)c1c(O)c(C)c(-c2ccccc2)n(-c2ccccc2)c1=O	.	.	-2	-5	7	.	.
52	CCc1ccc(N2C(=O)C3C(C2=O)N2CCCN2C3c2ccccc2)cc1 (configuration not stated)	-1	3	-3	.	.	.	-1
53	Cc1ccc(F)c(S(=O)(=O)NC(=O)C2(C)CCN2C(=O)CC(c2ccccc2)c2ccccc2)c1 (configuration not stated)	1	0	-8	9	3	-11	0
54	CO[C@H]1CC[C@H]2CCN(C)C(=O)C[C@H](c3ccccc3)CN(C)C(=O)c3cccc(C#N)c3OC[C@H]1O2	0	-3	5	3	-7	-12	1
55	C=CCNC(=O)CSc1nc2sc3c(c2c(=O)n1CCC)CCC3	.	-2	3	-8	40	-15	2
56	O=C(c1ccccc1)c1ccc(OCC(O)CNCc2cccc(Cl)c2)cc1 (configuration not stated)	-1	-1	1	-7	-6	-13	-2
57	Cc1cccc(C(=O)NC(=S)Nc2ccccc2C(=O)O)c1	-1	4	4	19	-1	-5	-6
58	CC(C)(C)c1ccc(OCC(=O)N/N=C/c2ccsc2)cc1	.	.	.	-8	11	-10	.
59	CCN(CC)C(=O)CC(c1cc(OC)c(OC)c(OC)c1)c1c(O)cc(OC)cc1OC (configuration not stated)	.	0	-3	-3	7	16	1
60	COc1ccccc1C(=O)NC(=O)CSc1nnc(N)s1	7	19	-4	-4	-10	-10	-3
61	Cc1cc(=O)[nH]c(SCC(=O)NC(c2ccccc2)c2ccccc2)n1	-2	2	2	-3	11	-20	0
62	COc1ccc(N(CC(=O)NCc2ccco2)C(=O)CCC(=O)Nc2ccccn2)cc1	0	2	1	3	3	4	2
63	C/C=C/c1ccc2c(c1)O[C@@H](CN(C)C(=O)Cc1ccncc1)[C@@H](C)CN([C@@H](C)CO)S2(=O)=O	1	0	.	-4	-2	-9	-7
64	CC1(C)CC(=O)C=C(NCC(O)c2ccccc2)C1 (configuration not stated)	-6	-1	-5	2	-1	11	1
65	COc1ccc(-c2cc(C)nc3nc(N)nn23)cc1	-16	-1	8	-11	.	.	-9
66	COc1ccccc1-n1c(SCC(=O)Nc2ccc(C)cc2)nc(O)cc1=O	.	.	0	-7	19	.	.
67	CC(=O)Nc1ccc(N2C(=O)c3ccc(S(=O)(=O)c4ccc(C(=O)O)cc4)cc3C2=O)cc1	-1	1	-3	1	-1	6	-7
68	Cc1ccc(-c2nnc(SCC(=O)N/N=C/c3ccccc3C(=O)O)n2-c2ccc(C)cc2)cc1	-2	0	-3	-4	14	-25	-2
